CHRM1 agonist: human M1 muscarinic receptor agonists, primary screen, Fluo-8 calcium fluorescence, CHO-K1 cells, HTS. Muscarinic acetylcholine receptor M1 (Homo sapiens), P11229. CHO-K1 hM1, agonist mode; 0% DMSO, 100% acetylcholine EC100. activation, % at 3 µM. actives 0.33% (n = 360,000). AID 588814, 2011;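 active means activation above the run's mean compound activation plus 3 SD, cut at about 16% in these data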;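 further: peak over basal fluorescence ratio within a 140 s kinetic read after compound addition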
CHRM1 antagonist: human M1 muscarinic receptor antagonists, primary screen, CHO-K1 cells, Fluo-8 calcium fluorescence, 1536-well; CHO-K1 hM1, ACh EC80 antagonist; Muscarinic acetylcholine receptor M1 (Homo sapiens), P11229; inhibition, % at 3 µM; actives 1.3% (n = 360,000);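 active means percent inhibition above its own plate's cutoff, namely the mean of that plate's compound wells plus 3 SD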;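 further: peak over basal fluorescence ratio during 140 s after agonist addition; 0% = ACh EC80 plus DMSO and 100% = DMSO alone without agonist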
M1 ag parental: counter-screen for M1 agonists: effect in parental CHO-K1 cells; activation, % at 3 µM; Fluo-8 calcium fluorescence; scaled to maximal ATP response, vehicle zero; AID 602248, 2012; actives 0.48% (n = 360,000); in the data active means activation above about 15%;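 further: untransfected CHO-K1 host cells lacking M1 receptor as counterscreen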
CHRM4 antagonist: human M4 muscarinic receptor antagonists, primary screen, CHO cells, Fluo-8 calcium fluorescence. Muscarinic acetylcholine receptor M4 (Homo sapiens), P08173. CHO-hM4 cells, ACh EC80. inhibition, % at 3 µM. actives 0.73% (n = 360,000);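 active means inhibition above its plate's cutoff, the mean inhibition of sample wells plus 3 SD, cut at about 27% in these data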;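 further: 0% = acetylcholine EC80 with DMSO and 100% = DMSO without agonist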
Target sequence (P08173 whole entry, looked up): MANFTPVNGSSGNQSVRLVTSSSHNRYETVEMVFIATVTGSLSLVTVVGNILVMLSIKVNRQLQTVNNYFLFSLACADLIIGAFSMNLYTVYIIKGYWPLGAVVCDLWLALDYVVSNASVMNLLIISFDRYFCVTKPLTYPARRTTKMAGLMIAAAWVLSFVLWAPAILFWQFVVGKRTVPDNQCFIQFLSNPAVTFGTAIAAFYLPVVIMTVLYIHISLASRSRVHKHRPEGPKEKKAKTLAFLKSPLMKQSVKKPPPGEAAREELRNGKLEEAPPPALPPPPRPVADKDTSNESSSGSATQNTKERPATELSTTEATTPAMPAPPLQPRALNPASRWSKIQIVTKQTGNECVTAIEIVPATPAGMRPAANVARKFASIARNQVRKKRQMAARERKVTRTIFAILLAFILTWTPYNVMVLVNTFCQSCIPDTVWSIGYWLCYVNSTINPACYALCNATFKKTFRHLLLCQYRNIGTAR
CHRM4 agonist: human M4 muscarinic receptor agonists, primary screen, CHO-K1 cells, Fluo-8 calcium fluorescence. Muscarinic acetylcholine receptor M4 (Homo sapiens), P08173. CHO-K1 hM4/Gqi5; vehicle 0%, full acetylcholine response 100%. activation, % at 3 µM. actives 0.14% (n = 360,000). AID 624127, 2012;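 active means activation above the run mean over all test wells plus 3 SD, cut at about 32% in these data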;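 further: peak over basal fluorescence ratio per well then scaled between controls; 0% = DMSO wells and 100% = acetylcholine at EC100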
CHO parental Ca: ATP-evoked calcium signal inhibitors, parental CHO, primary screen, counter-screen for OX1R antagonist project, cell-based, fluorescence, Fluo-8 calcium dye; parental CHO-K1, ATP-induced calcium, Fluo-8 fluorescence; inhibition, % at 5.6 µM; actives 0.63% (n = 330,000); AID 463079, 2010;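 active means inhibition above that plate's mean sample inhibition plus 3 SD, cut at about 26% in these data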;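 further: 0% = ATP-challenged DMSO wells and 100% = DMSO wells without ATP; some compounds past the cut are filed as inactive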
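Material – parental CHO cells · Reagent – ATP stimulus · Compound – single nominal dose of 5.6 µM per compound · Detection – Fluo-8 fluorescence · Read-out basis – percent inhibition of calcium signal · Controls – ATP-challenged DMSO wells low, unchallenged DMSO wells high · Repeats – no replicates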
CHO-K1 Ca antag: M1 antagonist counterscreen hit in parental CHO-K1 cells. ATP-induced calcium, Fluo-8 fluorescence. inhibition, % at 3 µM. actives 0.6% (n = 360,000);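 active means inhibition above a per-plate cutoff, the plate's mean sample inhibition plus 3 SD, cut at about 24% in these data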;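 further: 0% = DMSO plus EC80 ATP and 100% = DMSO alone without ATP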
M1 PAM: human M1 muscarinic receptor positive allosteric modulators, primary screen, CHO-K1 cells, Fluo-8 calcium fluorescence, 1536-well | AID 588819, 2011 | activation, % at 3 µM | CHO-K1 hM1, ACh EC20; 0% = ACh EC20, 100% = maximal ACh | Muscarinic acetylcholine receptor M1 (Homo sapiens), P11229 | actives 0.088% (n = 360,000); in the data active means activation above about 19%, passing the limit was not always enough
OXTR potentiator: human OXTR potentiators, primary screen, fluorescence, CHO-OTR cells, Fluo-8 calcium; Oxytocin receptor (Homo sapiens), P30559; Fluo-8 calcium fluorescence, potentiator mode; 0% = oxytocin EC15, 100% = EC100; activation, % at 3 µM; actives 0.061% (n = 320,000); AID 2445, 2010;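 active means activation above that plate's cutoff, the mean activation of tested compounds plus 3 SD, cut at about 6.6% in these data, passing the limit was not always enough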;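 further: 100% uses oxytocin at 75 nM as the full agonist control; some results filed as inactive read as strong as hits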
Target sequence (P30559 whole entry, looked up): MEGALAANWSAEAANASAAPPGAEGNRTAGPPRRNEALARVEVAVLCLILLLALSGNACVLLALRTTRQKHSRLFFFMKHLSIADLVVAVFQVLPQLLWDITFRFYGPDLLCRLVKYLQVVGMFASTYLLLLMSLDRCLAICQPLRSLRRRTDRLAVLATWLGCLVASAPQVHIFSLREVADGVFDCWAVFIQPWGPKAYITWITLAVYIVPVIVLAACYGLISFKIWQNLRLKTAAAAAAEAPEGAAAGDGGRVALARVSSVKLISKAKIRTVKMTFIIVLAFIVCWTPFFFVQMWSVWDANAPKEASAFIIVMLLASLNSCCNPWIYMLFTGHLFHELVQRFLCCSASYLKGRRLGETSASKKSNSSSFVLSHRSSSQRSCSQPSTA
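Measured by – Fluo-8 calcium dye fluorescence · Test system – human OTR in CHO cells · Dosing – one concentration, 3.0 µM compound · Controls – EC15 oxytocin alone as 0%, 75 nM oxytocin as 100% · Evaluation – normalized max/min fluorescence ratio, % activation · Timing – 6 min pre-incubation, 100 s read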
An asterisk follows results filed as active; . = not tested or not shown.

Structure	CHRM1 agonist	CHRM1 antagonist	M1 ag parental	CHRM4 antagonist	CHRM4 agonist	CHO parental Ca	CHO-K1 Ca antag	M1 PAM	OXTR potentiator
COc1ccccc1NS(=O)(=O)c1cc(NC(=O)C2CCC2)ccc1N1CCCCC1	-3	-4	0.8	-6	0	-9	-22	2	-4
Clc1ccc(-c2csc(N/N=C/c3ccc4c(c3)OCO4)n2)cc1	-6	-12	0.2	-17	1	-12	-11	2	-7
COC(=O)[C@@H]1C[C@@]2(O)[C@H](O)[C@H](O)[C@H](O)C[C@H]2N1CC(c1ccccc1)c1ccccc1	2	9	0.3	-3	0	-5	13	1	-6
CC(C)N1CCN(Cc2ccncc2)CC1CCO (stereo not given)	-4	-11	0.9	1	2	-16	-8	6	-8
Cc1nc2nc(-c3ccc(F)cc3)cn2nc1C	-2	-9	0.5	-22	1	-14	-16	5	-11
CCN(CC(=O)Nc1ccc2c(c1)OCCO2)C(=O)/C=C/c1ccc([N+](=O)[O-])cc1	6	-10	1.2	14	0	-9	-17	10	0
S=c1[nH]cnc2scc(-c3ccc(Br)cc3)c12	-1	-7	1.1	-5	0	-1	-11	6	-6
COc1cc(OC)c(C2C(C(=O)N3CCOCC3)=C(C)NC3=C2C(=O)CC(C)(C)C3)cc1OC (stereo not given)	-3	-10	-0.3	2	1	-6	12	16	3
Nc1c(-c2cccc([N+](=O)[O-])c2)nc2ccccn12	-7	-4	-0.1	-6	2	-22	9	-1	-4
CCOc1ccc(OCCCC(=O)N(CC)CC(=O)Nc2c(F)cccc2F)cc1	0	-2	3.5	-9	9	-23	-18	4	-7
Cc1ccc(S(=O)(=O)N(CC(=O)N(C)C)c2cccc([N+](=O)[O-])c2)cc1	-1	3	-0.1	-1	1	-7	-1	6	-11
O=C1COc2ccc(S(=O)(=O)NCCc3ccccc3)cc2N1	6	-12	1.3	4	4	-10	-5	24	-9
COc1cc2oc(=O)cc(CN3CCN(c4ccccc4OC)CC3)c2cc1Cl	-3	-9	0.7	-17	0	.	8	10	.
CC(=O)C(Sc1nccc(-c2cccs2)n1)C(C)=O	-7	-9	0.7	11	0	-7	-16	6	-4
CCc1nnc(NC(=O)c2nc(S(=O)(=O)Cc3cccc(C)c3)ncc2Cl)s1	-1	-8	-0.1	-7	0	2	-2	11	-4
COc1cc2c(C(=O)NCc3ccc4c(c3)OCO4)cn(C)c(=O)c2cc1OC	-2	-2	0.1	-8	2	-2	-15	5	-4
CCOC(=O)CC(=O)CSc1nnc2c(n1)[nH]c1ccccc12	-3	-11	0.8	-4	3	-19	-9	5	-9
O=C(O)c1ccc(NC(=O)c2ccco2)c(NC(=O)c2ccco2)c1	2	-15	0.2	-4	1	0	-14	9	-5
C[C@H](CO)N1C[C@H](C)[C@H](CN(C)CC2CC2)Oc2ccc(NC(=O)CCN3CCOCC3)cc2C1=O	-7	-12	0.0	-14	1	-6	-8	6	1
CCOC(=O)c1c(C)oc2ccc(OC(=O)c3cccs3)cc12	-7	-2	-0.6	-3	-1	-11	1	-1	-10
Cn1c(=O)c(C(=O)CCl)c(N)n(CC2CC2)c1=O	-4	5	0.5	-17	4	-6	-6	-4	6
Cn1c(=O)cc(N)n(-c2ccccc2)c1=O	-4	7	-0.7	5	0	.	6	-3	.
O=C(NCC(c1ccco1)N1CCc2ccccc21)c1ccccc1 (stereo not given)	-5	-12	2.6	-9	-1	-17	1	9	2
COc1ccccc1C(=O)Nc1ccc2c(c1)CCCN2C(=O)c1ccccc1	-2	3	4.2	-1	9	-2	-8	-7	-6
COc1ccc(CCNC(=O)c2ccc(S(=O)(=O)N3CCCCC3)cc2)cc1	-2	-8	2.2	-4	6	-6	-23	8	-3
COc1ccc(C(=O)Nc2cccc(C(=O)NCc3ccco3)c2)cc1	-4	-10	0.7	-3	7	-14	-5	7	-6
COc1nc(C)nc(NC(=O)NS(=O)(=O)c2ccc(C)cc2)n1	-4	-9	0.2	1	0	3	-8	-3	-3
COc1ccc(OCC(=O)Nc2c(C(=O)N3CCN(C)CC3)oc3ccccc23)cc1	0	3	5.8	3	13	-31	-7	-6	-12
CC(C)Sc1nc2sc(-c3ccccc3)cc2c(=O)n1N	-1	-5	0.2	8	0	-7	-7	5	-7
CN(C(=O)c1cccc(NC(=O)Cc2ccc(NC(=O)C3CCN(C(=O)CCc4ccccc4)CC3)cc2)c1)C1CCC1	-9	-9	0.8	-3	-3	.	-11	4	.
Cc1cc(C)n2nc(SCC(=O)N/N=C/c3ccccc3F)nc2n1	-1	-26	0.3	4	2	-12	-18	9	2
Cc1nn(CC(=O)NNC(=O)c2ccc(Br)cc2)c(C)c1[N+](=O)[O-]	-3	-3	-0.3	2	1	-11	-12	5	3
CCC(C)Nc1cc(C)c(C#N)c2nc3ccccc3n12 (stereo not given)	-4	-25	1.0	-5	1	-16	-5	11	-3
Cc1ccc(S(=O)(=O)N(C)c2ccc(OCC(=O)NCc3ccco3)cc2)cc1	-4	3	1.7	4	2	-23	7	0	-2
CCN(CC)Cc1c(O)ccc2c(=O)c(Oc3ccccc3OC)coc12	-4	-4	1.1	15	0	-7	-4	4	-18
CCn1c(=O)cc(SCC(=O)NCc2ccc3c(c2)OCO3)c2ccccc21	-5	-8	2.6	-5	0	-12	-9	5	3
O=[N+]([O-])c1ccc(N=NNc2ccccc2)cc1	-8	-2	1.2	4	1	-8	3	3	-8
Cc1cc2ccccc2nc1SCC(=O)Nc1nc(-c2ccccc2)cs1	-2	-8	0.7	5	0	6	-6	14	-1
COc1ccc2c(c1)OC[C@H]1[C@H]2N2C(=O)CN(Cc3ccc(Cl)cc3)C(=O)[C@@]2(C)[C@H]1c1ccccc1	-2	-4	0.6	-10	4	-10	-19	6	-3
C/C(Cl)=C\Cn1c(N2CCCC2)nc2c1c(=O)n(C)c(=O)n2C	-6	-10	0.6	4	1	-15	-10	10	-5
O=C(N/N=C\c1ccc(-c2cccc(Cl)c2)o1)C(=O)NC1CCCC1	-7	-12	-0.4	-8	1	0	2	11	3
COc1ccc(CNC(=O)C2Cc3c(-c4ccc5c(c4)OCO5)ccnc3O2)cc1OC (stereo not given)	-6	-13	2.5	3	6	.	-12	1	.
CCCNC(=S)Nc1ccc(Nc2ccccc2)cc1	1	-4	1.4	6	3	8	2	4	-3
CSc1nn(-c2ccc(C(=O)OCC(=O)NC(=O)NC(C)C)cc2)c(=S)s1	-11	-4	0.0	-5	0	-20	-10	-4	-3
O=C(COC(=O)c1ccccc1)Nc1cccc(S(=O)(=O)N2CCCCC2)c1	2	6	10	-7	11	.	-1	-4	.
CCN(CC)CCCNC(=O)C(C)n1nc(C)c2sc3ccccc3c2c1=O (stereo not given)	-4	6	0.5	4	-1	-7	-10	-7	-10
O=C(Nc1ccccc1)C(Cc1cccs1)c1nn[nH]n1 (stereo not given)	-3	-9	0.3	8	0	-9	-2	6	-4
Cc1onc(-c2ccccc2Cl)c1C(=O)NC(=S)NCCc1ccccc1	-6	5	0.3	-2	0	-31	-8	-10	-3
CN1C(=O)CC2(C)C1=CCc1scnc12 (stereo not given)	-6	2	0.5	12	0	.	1	3	.
O=C(c1ccc(S(=O)(=O)NCc2ccco2)cc1)N1CCN(c2ccc(F)cc2)CC1	-3	4	2.2	1	5	-7	7	-6	-2

More structures:
Structure	CHRM1 agonist	CHRM1 antagonist	M1 ag parental	CHRM4 antagonist	CHRM4 agonist	CHO parental Ca	CHO-K1 Ca antag	M1 PAM	OXTR potentiator
CC(=O)c1ccc(NC(=O)/C(Cl)=C/c2ccccc2)cc1	-7	8	0.8	1	1	42*	-11	-8	-9
Cc1ccccc1-c1cn(-c2ccccc2)c(=S)[nH]1	-6	-13	2.1	4	2	-7	-11	14	-11
O=C(COC(=O)c1ccccc1[N+](=O)[O-])c1ccc2c(c1)OCO2	-1	-15	1.4	-4	4	3	0	12	-3
O=C(Nc1cccc(Br)c1)c1cccc(OC(=S)N2CCOCC2)c1	-1	13	9.0	18	16	18	5	-7	-15
N#Cc1c(C(F)(F)F)cc(=O)n2c1[nH]c1ccccc12	5	-15	12	-7	15	.	-2	1	.
CC1(CCOCc2ccccc2)NC(=O)NC1=O (stereo not given)	-2	-6	0.2	5	2	.	-1	3	.
COc1ccc(-c2noc(CCC(=O)N3CCN(c4ccccc4C)CC3)n2)cc1	-6	-4	0.2	-9	3	-29	-9	-1	.
CC(=O)c1c(OC(=O)c2ccc(C)cc2)c2ccccc2n1C	-4	13	-0.1	4	-2	-29	21	-10	-8
O=C(O)C1C2CCC(C2)C1C(=O)Nc1cc(F)ccc1F (stereo not given)	-1	-13	0.4	1	0	-6	-2	7	-13
CC(C)c1cccc(-c2ccc3c(c2)S(=O)(=O)c2cccc(C(=O)NCc4ccco4)c2C3=O)c1	-1	-4	0.9	7	5	-11	-5	7	-4
CCC(=O)NCCc1nc2cc(NC(=O)c3cccc([N+](=O)[O-])c3)ccc2n1C	-4	-10	1.1	0	0	.	-7	8	.
CCCC(=O)N1CCCC1(C)C(=O)Nc1ccc2cn[nH]c2c1 (stereo not given)	0	-1	-0.2	-5	0	.	22	5	.
O=C1CN(C(=O)c2ccc(Br)o2)C(c2ccc(F)cc2)c2cc(Cl)ccc2N1 (stereo not given)	-4	-9	0.7	-3	4	-21	6	-9	-1
C=CCn1c(SCC(C)=O)nc2scc(-c3ccco3)c2c1=O	-6	23	0.2	14	1	-12	-8	-11	-2
O=[N+]([O-])c1c(NCCO)cc(N2CCCCCC2)c2nonc12	-4	-10	1.3	-4	0	-7	-13	10	-6
COc1ccc(C(=O)OC(C)CN2CCN(C)CC2)cc1 (stereo not given)	-2	-15	-0.3	3	0	4	0	18	-14
Cc1cc(C)n(-c2ccc(C(=O)OCC(=O)NCc3ccc(F)cc3)cc2)n1	-3	-9	1.8	3	3	-18	0	5	-6
CCc1nc2c(OCCOc3ccc(F)cc3)cccn2c1N(C)C(=O)c1ccco1	-9	6	0.6	-4	2	.	-4	-2	.
CC1CCCCN1C(=O)C1CCCN(S(=O)(=O)c2cccc3nsnc23)C1 (stereo not given)	-3	-10	2.7	3	2	-11	-4	3	-5
